Assay outcomes: PubChem, several laboratories
HePTP inhibitor: blocks human HePTP tyrosine phosphatase; recombinant HePTP phosphatase activity, OD absorbance; inhibition, % at 20 µM; 0.64% of 110,000 active; P35236; in the data active = inhibition above about 50%;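 also: plate controls were vehicle for no effect and reference inhibitor for full effect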
Target sequence (P35236 whole entry, looked up): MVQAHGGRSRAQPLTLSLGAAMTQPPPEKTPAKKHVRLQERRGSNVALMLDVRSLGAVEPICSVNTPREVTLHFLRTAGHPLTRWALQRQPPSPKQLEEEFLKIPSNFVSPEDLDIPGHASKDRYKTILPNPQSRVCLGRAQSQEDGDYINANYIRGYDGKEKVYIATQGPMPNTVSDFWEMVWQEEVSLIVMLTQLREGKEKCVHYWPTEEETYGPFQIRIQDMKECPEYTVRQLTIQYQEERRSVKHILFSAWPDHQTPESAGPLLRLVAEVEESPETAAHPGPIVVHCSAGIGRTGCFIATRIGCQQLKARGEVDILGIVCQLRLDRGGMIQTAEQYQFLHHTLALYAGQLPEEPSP
BAP1 block: blocks human BAP1 ubiquitin-AMC hydrolysis; Q92560; activity remaining (% of control), % at 20 µM; recombinant BAP1, Ub-AMC hydrolysis fluorescence kinetic; hits give low values; AID 436; 0.48% of 72,000 active;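 active = activity remaining at or below 50% of control, provided the compound also passes the data quality filters; inactive = the rest, including low values that fail the filters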;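 also: 100% = DMSO wells rate and 0% = substrate alone blank rate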
Target sequence (Q92560 whole entry, looked up): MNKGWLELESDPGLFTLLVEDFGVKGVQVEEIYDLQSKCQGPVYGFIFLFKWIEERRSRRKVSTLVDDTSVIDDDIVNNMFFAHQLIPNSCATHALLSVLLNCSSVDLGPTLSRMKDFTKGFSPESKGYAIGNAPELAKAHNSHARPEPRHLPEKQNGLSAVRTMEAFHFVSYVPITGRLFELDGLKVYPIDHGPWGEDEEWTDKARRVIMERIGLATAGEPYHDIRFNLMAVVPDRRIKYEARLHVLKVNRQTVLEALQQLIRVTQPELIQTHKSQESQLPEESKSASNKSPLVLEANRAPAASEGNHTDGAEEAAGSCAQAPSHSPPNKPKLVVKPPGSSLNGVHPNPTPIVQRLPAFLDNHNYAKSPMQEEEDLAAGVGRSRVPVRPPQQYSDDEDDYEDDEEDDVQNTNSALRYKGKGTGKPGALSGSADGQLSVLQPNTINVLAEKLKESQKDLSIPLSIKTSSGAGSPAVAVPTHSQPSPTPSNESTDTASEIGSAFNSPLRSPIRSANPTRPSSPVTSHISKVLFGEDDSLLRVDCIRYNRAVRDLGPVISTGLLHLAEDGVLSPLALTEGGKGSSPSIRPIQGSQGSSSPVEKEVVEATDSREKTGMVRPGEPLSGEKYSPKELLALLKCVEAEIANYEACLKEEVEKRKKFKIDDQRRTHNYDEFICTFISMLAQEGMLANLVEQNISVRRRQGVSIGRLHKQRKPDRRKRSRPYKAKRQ
* hit, by the source's call; i = inactive; / = not tested or not shown; & = joins results of further samples.

Screens in order: HePTP inhibitor	BAP1 block
- O=[N+]([O-])c1ccc(S(=O)(=O)Nc2ccccc2Br)cc1
  0	/
- Cc1nccn1CCC(=O)O
  8	103
- Cc1[nH]c(C)c2c(=O)n(-c3ccccc3)ncc12
  -7	103
- O=C1CS/C(=C/C(=O)c2ccccc2)N1
  1&10	69
- Cc1ccc(C23CC4CC(CC(O)(C4)C2)C3)cc1N=Cc1cc(Br)ccc1O
  -5	/
- Cc1cc(NC(=O)CSc2nc(-c3ccccc3)c(C#N)c(=O)[nH]2)no1
  13	74
- CC(C)(C)NC(=O)c1ccc2c(c1)C(=O)N(C1CCCCC1)C2=O
  7	136
- CC1=NN(c2ccc(S(N)(=O)=O)cc2)C(=O)/C1=C\c1ccc(-c2ccc(Cl)c(C(=O)O)c2)o1
  10	/
- CCc1nnc(NC(=O)c2ccc(S(=O)(=O)N3CCOCC3)cc2)s1
  0	92
- Cc1cc(OCC(=O)NCCCN2CCOCC2)ccc1Br
  3	/
- CCC1CCCCN1C(=O)CSc1nnc(-c2ccco2)o1 (stereo not drawn)
  4	118
- COc1ccc(S(=O)(=O)N(CC(=O)Nc2cc(Cl)ccc2C)Cc2ccccc2)cc1
  -11	/
- CN(C)c1ccc(NC(=O)Nc2cccc(Cl)c2)cc1
  9	66
- Cc1ccc(-c2csc(N)c2C(=O)OC(C)C)cc1C
  5	/
- Cc1cc(NC(=O)CSc2nnc3c4ccccc4n(C)c3n2)no1
  9	/
- Cc1ccc(C(=O)Nc2ccc(C(=O)O)cc2)o1
  -9	/
- O=C1C=C(NNC(=O)c2ccc(Cl)cc2)CC(c2ccco2)C1 (stereo not drawn)
  0	/
- O=C(O)c1cc(NC(=O)c2ccccc2-c2ccccc2C(=O)O)cc(C(=O)O)c1
  11	/
- Cc1cc(Nc2ccc(F)cc2)n2nc(C)nc2n1
  -3	96
- COc1ccc(N=Cc2ccc(N3Cc4cc(C)c(C)cc4C3)cc2)cc1
  -9	/

Single records (already shown). Order of values: HePTP inhibitor	BAP1 block
Cc1cc(OCC(=O)NCCCN2CCOCC2)ccc1Br as listed: 3	/
COc1ccc(N=Cc2ccc(N3Cc4cc(C)c(C)cc4C3)cc2)cc1 as listed: -9	/
Cc1ccc(-c2csc(N)c2C(=O)OC(C)C)cc1C as listed: 5	/
O=C1C=C(NNC(=O)c2ccc(Cl)cc2)CC(c2ccco2)C1 (stereo not drawn) as listed: 0	/
COc1ccc(S(=O)(=O)N(CC(=O)Nc2cc(Cl)ccc2C)Cc2ccccc2)cc1 as listed: -11	/

Remaining list, next part.
Screens in order: HePTP inhibitor	BAP1 block
- Cn1c(=O)c2c(nc(SCC(=O)Nc3ccc(F)cc3)n2C)n(C)c1=O
  7	/
- CCCCN=C1NS(=O)(=O)c2ccccc21
  /	120
- C=CCn1c2ccccc2n2cc(-c3ccc(Br)cc3)nc12
  6	/
- Cc1ccc(C(=O)Nc2ccc3oc(-c4ccc(F)cc4Cl)nc3c2)cc1[N+](=O)[O-]
  -21	/
- O=C(CSc1nnnn1-c1cccc2ccccc12)N1CCOCC1
  7	102
- COc1ccc(-c2cc3nc4c(c(=O)n3[nH]2)CCC4)cc1
  3	87
- CCOC(=O)c1c(C)nc(-c2ccccc2)nc1NC(=O)CC
  6&-7	88
- O=C(CCCN1C(=O)c2ccccc2C1=O)N(Cc1ccccc1)Cc1ccccc1
  8	/
- COc1ccc(C)cc1NC(=O)C(=O)NCC(C)C
  8	/
- Cc1c[n+]2ccsc2n1CCCS(=O)(=O)[O-]
  8	/
- N#Cc1nc(-c2cccs2)oc1NCCCN1CCOCC1
  11	i
- NNC(=O)/C(=C\c1ccc(Cl)cc1)NC(=O)c1ccccc1
  -3	/
- CC1(C)CC(=O)C2=C(C1)OC(N)=C(C#N)C2c1ccccc1 (stereo not drawn)
  11	80
- c1ccc(OCCCn2nnc(-c3ccncc3)n2)cc1
  3	113
- Cn1c(CSc2ncn[nH]2)nc2ccccc21
  -7	75&54
- Cc1cc2c3c(c1C)C1(C(=O)N3C(C)(C)CC2C)C(C#N)=C(N)Oc2n[nH]c(C)c21 (stereo not drawn)
  -5	116
- Cc1nn(-c2ccccc2)c(C)c1/C=N\NC(=O)c1cc(C(C)(C)C)[nH]n1
  4	/
- O=C(O)c1ccccc1SC1CC(=O)N(Cc2ccccc2)C1=O (stereo not drawn)
  -6	/
- CCc1cc2c(=O)c(-c3ccon3)c(N)oc2cc1OC
  12	133
- CC(C)NCCN1CCn2c1nc1ccccc12
  6	/
- O=C(Oc1c(Br)cc(Br)cc1/C=N/NC(=O)c1ccccn1)c1ccc2c(c1)OCO2
  9	/
- COc1ccc(N(CC(=O)NCc2ccccc2)S(=O)(=O)c2c(C)noc2C)cc1
  0	84
- O=C(Nc1cccnc1)c1ccc(-c2cccc([N+](=O)[O-])c2)o1
  /	92
- Cc1cc(NC(=O)COC(=O)c2n[nH]c3ccccc23)no1
  4	93
- Cc1ccc(-c2nc3ccccc3s2)cc1NC(=O)COc1ccccc1
  /	97
- Cc1nc(SCC(=O)Nc2c(C)n(C)n(-c3ccccc3)c2=O)[nH]c(=O)c1Cc1ccccc1
  -7	94
- Fc1ccc(Cc2nnc(-c3cccs3)o2)cc1
  -6	94
- O=C(Nc1ccccc1[N+](=O)[O-])c1cccc(N2C(=O)CCC2=O)c1
  -4	/
- COc1ccc2c(c1)NC(C)(C)c1sn(-c3ccccc3)c(=S)c1-2
  -17	/
- O=C(COC(=O)Cc1cn2ccsc2n1)NC12CC3CC(CC(C3)C1)C2
  -8	100
- O=C(CCC1CCCCC1)NCc1ccncc1
  -5	60
- O=C(NCC1CC2CC1C1CC21)C1C2C3C4CC5C3C5C4C12 (stereo not drawn)
  -13	/
- O=C1c2ccccc2NC(c2ccccc2[N+](=O)[O-])N1O (stereo not drawn)
  -8	/
- CC(=O)Nc1cccc(OC2=NS(=O)(=O)c3ccccc32)c1
  -3	/
- O=C(COC(=O)C1c2ccccc2Oc2ccccc21)Nc1ccc2c(c1)OCO2
  5	/
- Cc1cccc(OCCOc2ccc(/C=N/n3cnnc3)cc2)c1
  -1	/
- CCN1CCN(/C=N/c2nc(C)cs2)CC1
  -9	106
- CC(=O)c1cccc(NC(=O)N[C@@H](CC(C)C)C(=O)O)c1
  13	88
- CCOC(=O)c1sc(=S)n2c1[nH]c(=O)c1ccc(C(=O)OC)cc12
  7	67
- CC(C)(C)NC(=O)c1cccc(NC(=O)c2ccc(Cl)c(Cl)c2)c1
  -11	/
- Cc1ccc(N=C(c2cccs2)N2CCOCC2)cc1
  4	91
- Cc1c(C(=O)NCc2ccccn2)oc2ccc(S(=O)(=O)N3CCOCC3)cc12
  -8	/
- COC(=O)c1ccccc1NC(=O)c1cnn2c(C(F)(F)F)cc(-c3ccccc3)nc12
  -10	97
- COc1ccc(CNC(=O)C(C)N(Cc2ccco2)C(=O)c2snc(C(N)=O)c2N)cc1 (stereo not drawn)
  -1	/
- O=C1ON=C(c2ccccc2)/C1=C\c1ccccc1OCc1ccc(F)cc1
  1	/
- c1ccc(-c2nnc3sc(Cc4cccs4)nn23)cc1
  4	62
- COc1ccc(S(=O)(=O)N(CCc2ccccc2)CC(=O)Nc2ccccc2OC)cc1
  6	/
- CCc1c(C#N)c(N)nc2sc(C(=O)Nc3ccc(Br)cc3)c(N)c12
  6	/
- COc1cccc(C(=O)Nc2cc(=O)n(C)c(=O)n2C)c1
  6	91
- CC(C)Cn1[nH]c2c3c(ccc2c1=O)C(=O)c1ccccc1C3=O
  /	92
- CCOc1ccc(C(=O)Nc2ccc(N3CCN(C(C)=O)CC3)cc2)cc1[N+](=O)[O-]
  11	/
- COc1ccc(OC)c(C(=O)CN2CCN(S(=O)(=O)c3ccc(Br)cc3)CC2)c1
  6	105
- Cn1c2ccc(F)cc2c2ncn(CCN3CCOCC3)c(=O)c21
  12	98
- CCOC(=O)CN1C(=O)C(O)(CC(=O)c2cccs2)c2ccccc21 (stereo not drawn)
  -9	/
- O=C1CC(c2ccccc2)=NN1c1cccc([N+](=O)[O-])c1
  10	/
- C=CCn1c(SCCN2CCOCC2)nc2c1c(=O)[nH]c(=O)n2C
  8	106
- CC(C)C(=O)Nc1ccc(-c2nc3ncccc3o2)cc1
  -12	/
- O=S(=O)(NC1CC1)c1ccc(S(=O)(=O)N2CCCc3ccccc32)cc1
  7	94
- Cc1c(CN(C)C)c2c(n1Cc1ccccc1)C(=O)c1ccccc1-2
  -4	/
- Cc1cccc(-n2ncc(C#N)c2N)c1
  10	109

A few values from the results shown.
Value of `c1ccc(-c2nnc3sc(Cc4cccs4)nn23)cc1` in HePTP inhibitor: 4
Value of `COC(=O)c1ccccc1NC(=O)c1cnn2c(C(F)(F)F)cc(-c3ccccc3)nc12` in BAP1 block: 97

Next section
SMILES	HePTP inhibitor	BAP1 block
CCN(CC)CCOc1c(C)cc(Cl)cc1Cl	-2	/
O=C(Nc1nccs1)c1cccc(N2C(=O)c3ccccc3C2=O)c1	12	/
Cc1cc(C(=O)OCCO)c(C#N)c(N)n1	3	/
COc1cccc(NC(=O)c2ccc(S(=O)(=O)N3CCCCC3)cc2)c1	-2	104
COc1ccc(OC)c(/C=C2\SC(N3CCCC3)=NC2=O)c1	-7	/
CC(=N/O)/C(=N\O)c1ccc(C)o1	-3	105
Cc1nc(C)c2c(=O)cc(-c3ccccc3)[nH]c2n1	2	77
O=C(CSc1nnc(CNC(=O)c2c(F)cccc2Cl)o1)Nc1ccc2c(c1)OCCO2	3	94
COc1ccc(NC2CC(=O)N(C)C2=O)cc1 (stereo not drawn)	6	81
CCOc1ccc(CNC(=O)CCn2c(=O)oc3ccccc32)cc1	6	104
Fc1ccc(OCCOCCNCC2CCCO2)cc1 (stereo not drawn)	8	/
COc1ccc(C(=O)N=Nc2c(O)[nH]c3c(C)cc(Br)cc23)cc1	-1	/
CCCc1cc(Nc2c(C)n(C)n(-c3ccccc3)c2=O)n2c(nc3ccccc32)c1C#N	0	91
CCN(CC)c1ccc(C=Nc2ccc(Sc3ccc([N+](=O)[O-])cc3)cc2)cc1	4	/
Nc1nc(OCC(F)(F)F)cc(Oc2ccccc2F)n1	9	88
CCOc1ccccc1CN1CCN(S(C)(=O)=O)CC1	-2	114
COc1ccc(C2=C(/C=C3\SC(=S)NC3=O)C(c3ccccc3)c3ccccc3O2)cc1OC (stereo not drawn)	8	/
O=C1NC(=Nc2ccccc2)S/C1=C/c1cccc(OC(=O)c2ccccc2)c1	10	/
O=C(CCN1CCC(c2ccccc2)C1)c1cccs1 (stereo not drawn)	4	82
CCN(CC)C(c1ccc(C)cc1)c1nnnn1C1CCCCC1 (stereo not drawn)	6	104

Gathered by group: those above with a tert-butyl group
SMILES	HePTP inhibitor	BAP1 block
CC(C)(C)NC(=O)c1ccc2c(c1)C(=O)N(C1CCCCC1)C2=O	7	136
Cc1nn(-c2ccccc2)c(C)c1/C=N\NC(=O)c1cc(C(C)(C)C)[nH]n1	4	/
CC(C)(C)NC(=O)c1cccc(NC(=O)c2ccc(Cl)c(Cl)c2)c1	-11	/

Following part:
SMILES	HePTP inhibitor	BAP1 block
CCc1ccc(NC(=NS(=O)(=O)c2ccc(C)cc2)Nc2nc(C)cc(C)n2)cc1	/	159
CCOc1cc(C(=O)Nc2ccc(S(=O)(=O)N3CCOCC3)cc2)cc(OCC)c1OCC	9	93
CCOC(=O)c1oc2cc(O)ccc2c(=O)c1-c1csc(C)n1	7	101
COc1ccc(N2C(=O)CC(NCc3ccncc3)C2=O)cc1 (stereo not drawn)	-4	141
CCS(=O)(=O)c1ccc(S(=O)(=O)CC)s1	2	95
O=C(O)C1CCCN(S(=O)(=O)c2ccc(F)cc2)C1 (stereo not drawn)	5	96
COc1cccc(-c2nn3c(-c4ccco4)nnc3s2)c1	3	77
O=C1/C(=C/c2ccc(-c3ccc(Cl)cc3C(=O)O)o2)Sc2ccccc21	99*	/
Cc1cccc(OCc2nnc(SCC(=O)c3ccccc3)o2)c1	4	97
CN1CCN(S(=O)(=O)c2ccc(N)cc2)CC1	2	/
Cc1ccc(C2C(=O)N(C3CCCC3)CC(=O)N2CC2COc3ccccc3O2)cc1 (stereo not drawn)	10	108
CC1=C(C(=O)Nc2ccccc2)C(c2ccccc2Cl)n2ncnc2N1 (stereo not drawn)	/	223
CCOC(=O)c1cnc2c(OC)cccc2c1N1CCN(c2ccccc2OC)CC1	1	90
NC(=O)c1ccccc1NC(=O)c1cncc(Br)c1	1	/
NC(=O)c1c(NC(=O)C2C3C=CC(C3)C2C(=O)O)sc2c1CCCCC2 (stereo not drawn)	-5	/
COC(=O)c1cn(C(=O)c2ccc(C)c([N+](=O)[O-])c2)c2ccccc12	7	/
CC(=O)c1ccc(NC(=O)c2cc(Cl)ccc2Cl)cc1	-1	/
CCn1c(=O)c(C(=O)NCCCO)c(O)c2ccccc21	7	110
COc1ccccc1OCCOc1ccc(/C=N/N2C(=O)CSC2=S)cc1	-7	/
O=C(CSc1nc2ccccc2c(=O)n1Cc1ccco1)N1CCN(c2ccccc2)CC1	4	/
O=C(Cc1ccccc1)Nc1nnc(-c2ccco2)s1	8	85
O=C(CSc1nc2ccccc2s1)OCC(=O)c1ccc(Cl)cc1	-6	/
CN(C)/N=C\c1ccc(-c2ccc3c(c2)C(=O)NC3=O)o1	-8	/
COc1cc(NC(=O)C2CCCCC2)c(OC)cc1Cl	-9	/
O=C(c1cc(Cl)ccc1Cl)N1CCCCC1	-3	/
CCC(NC(=O)c1ccccc1NC(=O)c1ccccc1)C(=O)O (stereo not drawn)	-8	100&74
CC(C)(C)c1cc(NS(=O)(=O)c2ccc3c(c2)OCCO3)on1	8	107
Cc1cc2nc3s/c(=C/c4ccc5c(c4)OCO5)c(=O)n3c2cc1C	6	/
COc1ccccc1NC(=O)Cn1c(=O)oc2ccccc21	4	/
CC1(C)Cc2c(C#N)c(SCc3ccccc3)nc(N3CCOCC3)c2CO1	3	42*
CC(C1CC1)N(C(=O)Nc1ccccc1Cl)c1ccccc1 (stereo not drawn)	-13	/
CC(=O)c1cccc(NC(=O)N2C3CCC2CC(O)(c2cccnc2)C3)c1 (stereo not drawn)	5	104
